Source: PubChem (NCI)
All columns: NCI-60 one-dose screen, growth in % after 48 h at 10 µM unless noted; 100 = growth as untreated, 0 = no growth, -100 = all killed.
OVCAR-5: OVCAR-5 ovarian cancer; hit rate 2.9% among 82,000; AID 1794783
DU-145: DU-145 prostate cancer; AID 1794760; hit rate 4.2% among 81,000
PC-3: PC-3 prostate cancer cells. hit rate 3.9% among 80,000. AID 1794754
OVCAR-3: OVCAR-3 ovarian cancer; hit rate 7% among 79,000
OVCAR-4: OVCAR-4 ovarian cancer cells; hit rate 3.7% among 80,000; AID 1794784
IGROV1: IGROV1 ovarian cancer; hit rate 4.7% among 79,000; AID 1794786
OVCAR-8: OVCAR-8 ovarian cancer; AID 1794782; hit rate 4.4% among 81,000
SK-OV-3: SK-OV-3 ovarian cancer cells; hit rate 3.2% among 80,000; AID 1794785
Active calls of the source: *; . = not tested or not shown; & = joins results of further samples; [ ] = dose if it differs, or a comment. The calls were made as follows: active = growth percent below 10; inactive = the rest. Compounds as they come; any-hit rate near 10%.

SMILES	OVCAR-5	DU-145	PC-3	OVCAR-3	OVCAR-4	IGROV1	OVCAR-8	SK-OV-3
COc1ccc(OC)c(N(CCN2C(=O)c3ccccc3C2=O)C(=O)CCl)c1	65.9	86.1	31.9	14.6	-49.5*	-73.4*	65.6	91.3
O=C(/C=C/c1c(-c2ccccc2)[nH]c2ccccc12)S(=O)(=O)c1ccccc1	100.2	76.0	36.5	68.9	80.1	51.8	.	89.5
COc1ccc(-c2nc3c(c(N)c2C#N)C2C(=C(C)OC4C(OC)c5occc5C(OC)C24)S3)cc1 (stereo unspecified)	104.4	107.4	99.9	124.5	103.7	92.7	103.0	109.0
CCC(c1ccccc1)c1nn2c(-c3cccs3)nnc2s1 (stereo unspecified)	98.6	112.6	81.4	99.7	86.3	108.9	89.0	101.4
CCOC(=O)Cn1c(=O)c2nnc(C)n2c2ccccc21	100.5	.	99.8	.	110.2	100.5	104.2	99.9
CCCCCCc1nc2c(c(C)nn2-c2ccccc2)c2c1CCCCC2	113.8	108.5	94.1	106.6	114.9	109.1	107.1	95.0
Nc1nc2c(C(=O)c3cccs3)nnn2c2cccc(Cl)c12	116.6	96.8	87.1	98.9	99.6	77.6	100.3	95.8
COc1cccc(Cn2cc(C(=O)Nc3cccnc3Nc3ccc(OC)c(OC)c3)nn2)c1	115.5	101.9	88.9	101.2	100.9	106.7	103.5	110.7
COc1cc(/C=N/NC(=O)c2cnn3c2NC(c2ccccc2)C3)ccc1OCc1ccccc1 (stereo unspecified)	33.2	6.1*	-31.0*	-63.4*	-21.9*	12.2	2.7*	18.9
Cc1ccc(-n2c(SCC(=O)Nc3ccc(-c4nc5ccccc5[nH]4)cc3)nc3ccccc3c2=O)cc1	100.8	104.9	107.7	106.8	106.4	106.7	90.7	124.2
O=C1C(Cl)=C(Cl)C(Cl)(Cl)C(Cl)=C1Cl	100.0	115.0	73.2	106.8	115.7	96.1	102.7	99.9
COc1ccc2nc(NC(=O)CSC(=S)N3CCN(c4ccccc4)CC3)sc2c1	104.9	115.8	96.4	111.5	98.2	97.1	103.8	102.9
CCN(CC)c1ccc(/C=C2\SC(=S)N(C3CC(=O)N(c4ccc(Cl)cc4)C3=O)C2=O)cc1 (stereo unspecified)	106.5	107.4	93.1	114.7	104.8	110.6	108.0	94.2
Cc1cc(S(=O)(=O)Nc2nn(C)c(=O)[nH]2)c(SCc2ccccc2)cc1Cl	90.1	104.6	91.3	123.1	93.2	120.3	108.1	97.5
COc1ccc(-c2csc(NC(=O)c3cc(OC)c(OC)c(OC)c3)n2)cc1	102.5	112.3	90.9	104.8	96.8	100.0	97.2	101.2
O=C=Nc1cc(Cl)ccc1Cl	110.9	110.3	104.0	117.6	116.6	101.9	110.1	103.8
CCCCC1CCCC12NC(=O)NC2=O (stereo unspecified)	88.2	108.5	95.0	92.8	106.0	88.8	112.5	110.0
COc1ccc(NC2=C(C#N)C(=N)N3c4ccccc4Sc4ccccc4C3N2)cc1 (stereo unspecified)	98.6	108.8	78.3	101.8	103.0	61.9	108.8	89.8
COc1cc(/C=C/C(=O)c2c(C)nc3ccccc3c2/C=C/c2ccccc2)cc(OC)c1OC	7.6*	-0.6*	20.5	-35.9*	40.8	2.9*	11.6	59.3
CCOC(=O)C(C(=O)OCC)c1ccc(Cl)cc1	121.4	108.4	99.4	105.4	104.6	94.6	100.4	103.0
Clc1ccc(-c2nc3c4c(-c5ccccc5)c(-c5ccccc5)oc4ncn3n2)cc1	96.4	107.6	99.7	108.0	101.3	102.8	104.3	99.1
O=C(NC1CCN(Cc2ccccc2)CC1)c1cc(-c2cccnc2)nc2ccc(Cl)cc12	80.5	87.5	69.2	94.4	70.5	80.5	77.5	102.2
CC1=NNC(C)(C)C1	108.3	.	91.6	125.0	107.4	.	105.6	114.5
N[C@H](C(=O)O)[C@@H]1CC(Cl)=NO1	28.4[20 µM]	37.7[20 µM]	31.0[20 µM]	32.4[20 µM]	48.1[20 µM]	10.8[20 µM]	30.3[20 µM]	34.1[20 µM]
COC(=O)c1cccnc1Nc1ccc(N2C(=O)C=CC2=O)cc1	101.9	106.6	95.5	.	104.7	101.6	100.6	99.1

New compounds follow:
SMILES	OVCAR-5	DU-145	PC-3	OVCAR-3	OVCAR-4	IGROV1	OVCAR-8	SK-OV-3
Cc1cc(C)cc(NC(=O)CSc2oc(-c3ccccc3)nc2S(=O)(=O)c2ccc(F)cc2)c1	103.9	94.7	83.4	109.8	84.1	105.5	73.5	97.2
O=C(O)CCCn1c(SCc2c(Cl)cccc2Cl)nc2ccsc2c1=O	50.7	3.5*	14.5	-20.4*	70.7	44.9	28.8	34.3
CCOC(=O)c1nnn(Cc2cc(=O)oc3cc(C)cc(C)c23)c1C	100.4	110.3	82.5	106.2	101.0	103.3	99.4	106.8
CC(C)(C)c1ccc(N)c([N+](=O)[O-])c1	95.2	125.0	99.9	120.3	109.6	124.5	103.3	113.1
CCCCn1c(=O)c(C2=NC(c3ccc(F)cc3)=C2)cc2ccc(Cl)cc21	89.6	90.3	83.5	94.2	64.5	79.7	71.0	94.1
C/C(=C\CCc1ccoc1)CC/C=C(\C)CCCNc1ccc(F)cc1	93.5	100.9	94.9	99.9	75.2	91.7	101.1	101.0
O=C(OOC(=O)c1ccccc1)c1ccccc1	101.0	113.2	108.4	117.9	111.3	113.2	108.2	102.3
Nc1[nH]c(=S)nc2nc[nH]c12	106.2&108.2	103.5&108.6	102.0&101.3	105.4	107.3&112.7	101.7	101.1&110.2	115.4&107.9
Cc1cc(N=C2NC(=O)/C(=C/c3cc(C(C)(C)C)c(O)c(C(C)(C)C)c3)S2)no1	73.7	52.1	42.9	64.5	44.0	64.9	41.4	55.5
CC(=O)CSc1nc(-c2cc3ccccc3o2)cc(-c2ccc(Cl)cc2)c1C#N	95.2	104.1	94.9	90.8	103.8	61.4	106.1	106.1
O=C(O)c1ccccc1-c1c2cc([N+](=O)[O-])c(=O)c(Br)c-2oc2c(Br)c(O)c([N+](=O)[O-])cc12	100.5	114.5	91.7	115.6	103.3	95.1	95.7	103.4
O=C(/C=C/c1ccc[nH]1)c1ccc(-n2ccc(C(F)(F)F)n2)cc1	89.0	96.4	8.8*	0.5*	97.7	102.9	88.0	113.6
Cc1oc2c(C(=O)N/N=C\c3ccc(O)cc3O)c[nH]c2c1C	30.7	-33.5*	43.4	-16.0*	10.8	24.1	13.7	20.6
CC(=O)Nc1ccc(-n2cnc3ccc(-c4ccc(O)cc4)cc32)cc1	72.2	44.7	47.6	54.3	67.3	27.2	42.1	66.8
COC(=O)c1csc(C2OC(CO)C(O)C2O)n1 (stereo unspecified)	106.4	115.5	99.8	125.3	103.8	112.7	103.1	114.6
CN1CCc2cc3c(c4c2[C@H]1[C@@H](O)c1ccccc1-4)OCO3	111.1	105.1	83.3	95.0	98.8	106.0	86.6	97.3
Clc1ccccc1CN1CCc2sccc2C1	86.0	107.6	89.6	95.1	85.8	82.4	91.8	99.7
Cc1cc2nc3c4ccccc4n(CCN(C)C)c3nc2cc1C	15.6	2.0*	12.9	18.0	-1.3*	5.1*	6.8*	13.3
C=CCC(=O)N[C@@H](CO)Cc1ccc(-c2cc(Cl)cc(Cl)c2)cc1	83.9	102.7	94.6	99.9	98.9	96.6	105.7	107.0
COc1ccc(-c2cc(/C=C3\C(=O)Nc4cc(Cl)ccc43)[nH]n2)cc1OC	95.7	96.4	58.5	53.0	85.6	50.7	103.9	78.2
O=C(O)c1cccs1	88.2	100.1	104.1	100.7	104.8	107.6	108.1	91.6
CC(=O)[C@@H]1CCC=C2CC[C@]3(C)[C@@H](CC[C@@H]4[C@@]5(C)CCCNC(C)(C)[C@@H]5CC[C@]43C)[C@H]21	16.8	-36.8*	-21.4*	-93.3*	-67.5*	-94.2*	-84.4*	93.0
CC(C)=NNC(=O)CC(=O)NN=C(C)C	108.7	110.2	99.3	115.9	102.9	.	103.7	107.2
Nc1nc(N)nc(Oc2ccccc2)n1	106.4	107.9	95.8	103.3	103.3	112.1	107.3	112.2
O=C1OC(c2nc3ccccc3s2)=C/C1=C\c1ccccc1Cl	102.9	104.7	86.9	110.1	100.4	90.0	96.7	96.6

Record cards, from the list above. Screens in order: OVCAR-5	DU-145	PC-3	OVCAR-3	OVCAR-4	IGROV1	OVCAR-8	SK-OV-3
`O=C(OOC(=O)c1ccccc1)c1ccccc1` across the screens: 101.0	113.2	108.4	117.9	111.3	113.2	108.2	102.3
`Cc1oc2c(C(=O)N/N=C\c3ccc(O)cc3O)c[nH]c2c1C` across the screens: 30.7	-33.5*	43.4	-16.0*	10.8	24.1	13.7	20.6

The listing continues:
SMILES	OVCAR-5	DU-145	PC-3	OVCAR-3	OVCAR-4	IGROV1	OVCAR-8	SK-OV-3
CC(O)(c1cccs1)C(C(=O)O)c1ccccc1 (stereo unspecified)	98.9	116.4	96.4	108.4	123.3	106.1	105.2	118.9
O=C(N1c2ccc(F)cc2[C@H]2C=CC[C@H]2[C@H]1C[P+](c1ccccc1)(c1ccccc1)c1ccccc1)C(F)(F)F	104.3	105.2	74.2	101.1	90.7	66.3	87.9	86.0
Oc1ccc2ccccc2c1CN1CC2CCC(CC2)C1	102.4	125.1	94.6	121.5	105.0	97.3	103.4	96.1
COC(=O)C1(CC(=O)Cc2ccccc2)NC(=S)NC(=O)C1C#N (stereo unspecified)	111.3	119.8	101.8	119.4	109.4	119.9	119.6	139.3
N/C(=N\c1nc2ccccc2s1)NC(=O)NC(c1ccccc1)c1ccccc1	105.1	93.7	68.9	84.1	89.2	84.7	84.5	103.7
CCCCCCCCCC1OCC(C)(C)CO1	105.8	104.2	99.6	104.7	111.5	104.3	97.9	106.5
CCC(=O)c1cccc([N+](=O)[O-])c1	109.2	107.9	95.5	104.1	95.7	91.8	98.7	97.7
O=C(Nc1cccc(NC(=O)c2ccccn2)c1)c1ccc(F)cc1	97.7	105.7	96.1	104.0	103.8	103.5	101.4	91.0
O=c1[nH]cnc2cccc(Cl)c12	103.1	112.5	92.8	119.2	108.0	103.9	94.0	93.2
S=c1cc(-c2ccccc2)ss1	101.4	114.4	93.6	118.4	98.0	119.6	104.1	116.9
Cc1ccc2nc(-c3c(-c4ccc(S(C)(=O)=O)cc4)nc4ccccn34)[nH]c2c1	100.3	102.4	87.7	109.2	95.9	80.0	93.9	109.6
O=C(NNC(=O)c1ccncc1)Nc1cc(Cl)ccc1Cl	88.0	109.0	95.0	101.0	93.8	69.6	92.5	91.5
CN(C(=O)COC(=O)/C=C/c1ccc([N+](=O)[O-])cc1)C1CCS(=O)(=O)C1 (stereo unspecified)	89.1	90.1	88.6	78.4	.	70.9	79.4	95.3
COc1cc2c(cc1OC)C1=NN(C(=O)Nc3ccc(C)cc3C)C(c3ccncc3)C1C2 (stereo unspecified)	111.7	105.1	83.8	108.1	99.0	96.3	100.5	100.0
O=[N+]([O-])c1cccc2nsnc12	122.1	113.6	97.3	106.8	114.3	.	93.4	94.1
COc1cc(-c2nc3ccc(-c4nnc(SCc5ccccc5)o4)cc3[nH]2)cc(OC)c1OC	92.9	94.2	88.5	90.4	74.9	113.5	72.1	95.0
N#CC(=O)Nc1ccc(F)cc1	103.3	110.5	96.0	108.8	119.2	124.5	111.0	101.7
CCOC1Oc2ccccc2C(=O)/C1=N/c1nccs1 (stereo unspecified)	99.1	100.5	67.8	64.7	94.5	.	114.3	97.7
CC(c1ccccc1)C(C)(C#N)c1ccccc1 (stereo unspecified)	99.1	107.5	102.8	120.8	110.8	107.4	112.1	106.2
CC1(C)OC(=O)C(=Cc2ccc(C#N)cc2)C(=O)O1	112.8&107.4	107.3&108.7	99.2&84.3	105.1&110.9	98.3&114.7	105.4&107.2	97.8&94.5	105.8&103.8
CC(C)OC(=O)[C@H](C)NP(=O)(OC[C@H]1O[C@@H](n2cnc3sc4c(=O)[nH]c(N)nc4c32)C(F)(F)[C@@H]1O)Oc1ccccc1 (stereo partly specified)	105.7	107.3	84.4	107.9	95.1	102.0	101.4	94.5
COc1ccc(-c2nc(N3N=C(c4ccc(F)cc4)CCC3=O)n(C)c(=O)c2C#N)cc1OC	91.2	118.2	94.5	112.6	103.9	99.4	97.9	99.5
Cc1cc(=O)[nH]c(/C(=N/Nc2ccccc2)C(=O)c2ccc(Cl)cc2)n1	117.1	104.9	92.6	97.5	110.8	17.6	92.8	98.3
COc1cc2cn3c4ccccc4oc(=O)c3c2cc1OC	105.0	104.1	102.9	80.2	98.1	108.8	98.3	109.7
COc1ccc(C(=O)/C=C/c2ccccc2Br)cc1S(N)(=O)=O	-6.5*	-31.7*	21.0	-56.5*	35.2	38.5	-64.5*	69.8
Cc1[nH]nc2ccc(-c3nc4cnc(N5CCN(C)CC5)cn4c3Nc3cccc(Br)c3)cc12	86.3	90.1	72.6	77.5	71.1	80.5	70.0	79.6

Exported with values under each structure: part of the list above.
Sequence of screens – OVCAR-5, DU-145, PC-3, OVCAR-3, OVCAR-4, IGROV1, OVCAR-8, SK-OV-3
CC(c1ccccc1)C(C)(C#N)c1ccccc1 (stereo unspecified)
  99.1, 107.5, 102.8, 120.8, 110.8, 107.4, 112.1, 106.2
CCOC1Oc2ccccc2C(=O)/C1=N/c1nccs1 (stereo unspecified)
  99.1, 100.5, 67.8, 64.7, 94.5, ., 114.3, 97.7
COc1cc2c(cc1OC)C1=NN(C(=O)Nc3ccc(C)cc3C)C(c3ccncc3)C1C2 (stereo unspecified)
  111.7, 105.1, 83.8, 108.1, 99.0, 96.3, 100.5, 100.0
N/C(=N\c1nc2ccccc2s1)NC(=O)NC(c1ccccc1)c1ccccc1
  105.1, 93.7, 68.9, 84.1, 89.2, 84.7, 84.5, 103.7
O=c1[nH]cnc2cccc(Cl)c12
  103.1, 112.5, 92.8, 119.2, 108.0, 103.9, 94.0, 93.2
